# ST2 IL33 inh: blocks human ST2 binding to IL-33; 78,000 compounds, 2.3% hits; AlphaLISA ST2-Fc/biotin-IL-33 interaction, 1 h; inhibition, % for hits at 17 µM; AID 1259354; Q01638; in the data active means inhibition above about 30%; inconclusive means mostly about 10% to 28%
# Target sequence (Q01638 whole entry, looked up): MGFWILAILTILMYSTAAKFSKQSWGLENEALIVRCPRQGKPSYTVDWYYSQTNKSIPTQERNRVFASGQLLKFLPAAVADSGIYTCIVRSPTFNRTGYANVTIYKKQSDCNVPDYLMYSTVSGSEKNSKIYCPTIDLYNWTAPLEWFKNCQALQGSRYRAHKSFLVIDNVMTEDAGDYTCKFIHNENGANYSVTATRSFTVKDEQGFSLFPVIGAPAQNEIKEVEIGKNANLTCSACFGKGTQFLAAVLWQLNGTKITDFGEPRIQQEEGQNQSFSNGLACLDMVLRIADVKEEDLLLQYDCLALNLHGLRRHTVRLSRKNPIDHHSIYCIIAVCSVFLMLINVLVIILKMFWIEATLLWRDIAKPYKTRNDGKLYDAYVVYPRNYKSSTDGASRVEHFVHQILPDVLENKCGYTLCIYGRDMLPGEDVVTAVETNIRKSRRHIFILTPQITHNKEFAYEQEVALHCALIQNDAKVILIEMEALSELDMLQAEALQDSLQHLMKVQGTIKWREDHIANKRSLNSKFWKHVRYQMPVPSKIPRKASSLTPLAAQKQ
# Active calls of the source: *; i = inactive; ? = inconclusive. Some of the compounds tested (hit frequency here may not be typical).
# The first 3 entries, ahead of the listing:
SMILES | ST2 IL33 inh
O=C(c1ccccc1)N1CC(=O)N2CCc3ccccc3C2C1 (centres undefined) | i
COc1cc(Br)cc(NC(=O)c2ccc([N+](=O)[O-])cc2)c1 | i
O=C(c1ccc(F)c(F)c1)n1nnc2ccccc21 | i

# All compounds of this part (from the top)
SMILES | ST2 IL33 inh
O=C(c1ccccc1)N1CC(=O)N2CCc3ccccc3C2C1 (centres undefined) | i
COc1cc(Br)cc(NC(=O)c2ccc([N+](=O)[O-])cc2)c1 | i
O=C(c1ccc(F)c(F)c1)n1nnc2ccccc21 | i
Nc1ccc(C(=O)Nc2ccc(-c3nc4ccc(NC(=O)c5ccc(N)cc5)cc4[nH]3)cc2)cc1 | 30%*
O=C(C1CCN(S(=O)(=O)c2cccc3cccnc23)CC1)N1CCc2ccccc21 | i
Nc1nc2nc(-c3ccccc3)cc(-c3ccccc3)n2n1 | i
Cc1ccc(C2(O)CCN(Cc3cc(=O)n4ccc(C)cc4n3)CC2)nc1 | i
COc1ccc(NC(=O)N[C@H]2[C@H](O)[C@@H](Sc3ccccc3)[C@@H]3OC[C@H]2O3)cc1 | i
CCCCOc1ccc(NC(=O)c2ccccc2F)cc1 | i
C[C@H]1[C@@H]2[C@@H](O)C([C@H](C)C(=O)NCc3cc(F)cc(F)c3)CC[C@@]2(C)CC[C@@H]1NC(=O)Cc1ccccc1 (some centres undefined) | i
Cc1cccc(NC(=O)c2cccc([N+](=O)[O-])c2C)c1 | ?
CNCCOc1cccc(-c2cccc(O)c2)c1 | i
O=C(CCc1nc(-c2ccccc2F)no1)Nc1ccc2c(c1)OCCO2 | i
Cc1cccc(-n2c(-c3ccco3)nc3c(cnn3-c3ccc(F)cc3)c2=O)c1 | i
N#Cc1ccc(C2C=C(c3ccccc3)Oc3[nH]c(=O)[nH]c(=O)c32)cc1 (centres undefined) | i
CC(=O)N[C@@H]1C[C@H](Cc2ccccc2)O[C@H](/C=C/c2ccccc2)C1 | i
CCOC(=O)C(C)Oc1ccc2ccc(=O)oc2c1 (centres undefined) | i
COc1cccc(OCCOc2ccc(Cl)cc2/C=C2\C(=O)NN(c3ccccc3)C2=O)c1 | ?
Cn1ccnc1SCCNC(=O)c1cn(CC2COc3ccccc3O2)nn1 (centres undefined) | i
Cc1c(C(=O)N2CCN(c3ccc(F)cc3)CC2)sc2nc(-c3ccccc3)cn12 | i
O=C(COc1nsnc1N1CCOCC1)Nc1ccc(F)cc1 | ?
Cc1noc(C)c1CCC(=O)N1CCCC2(CC1)CN(C)C(=O)O2 (centres undefined) | i
CN(C)C(=O)c1cnn(-c2ccccc2)c1NC(=O)c1ccc(Br)cc1 | i
Cc1sc2ncc(C(=O)N3CCCC4(CNC(=O)O4)C3)c(=O)n2c1C (centres undefined) | ?
COc1cccc(-c2nnc3n2N=C(c2cc4ccccc4oc2=O)CS3)c1 | i
CC1CCC(C(=O)NC(C(=O)NCCN2CCC(C)CC2)C(C)C)CC1 (centres undefined) | i
NS(=O)(=O)c1ccc(NC(=O)c2ccc(=O)n(Cc3cccc(F)c3)c2)cc1 | i
O=C(NCCN1CCc2ccccc2C1)c1ccc2c(c1)ncn2C1CCCC1 | i
CCC(Cc1ccccc1)NC(C)=O (centres undefined) | i
OC(COCCC12CC3CC(CC(C3)C1)C2)CN1CCOCC1 (centres undefined) | i
COc1ccc2nc(N3CCC(C(=O)NCCCN(C)C4CCCCC4)CC3)sc2c1 | ?
Cn1c(C(=O)N2CCCCC2)cc2c(=O)n3ccccc3nc21 | i
CC(C)N1C(=O)CCC1C(=O)NCc1cccs1 (centres undefined) | ?
COc1cc(-c2nnc3n2C(C)(C)Cc2ccccc2-3)cc(OC)c1OC | i
O=C(c1ccc[nH]1)N1CCc2c(nc(-c3ccccn3)[nH]c2=O)C1 | i
COc1ccc(/C=c2\sc3n(c2=O)CN(c2ccc(C)cc2)CN=3)cc1OC | ?
CCOC(=O)c1nn(Cc2ccncc2)c2c1CN(C(=O)c1cccs1)CC2 | ?
COc1cccc(C(=O)Nc2c3c(nn2C(C)(C)C)CS(=O)C3)c1 (centres undefined) | i
COC(=O)CN1CCC(NC2CCSC2)CC1 (centres undefined) | i
CC(NS(=O)(=O)c1ccc(F)cc1)C(c1cccs1)N1CCN(c2ccccc2F)CC1 (centres undefined) | ?
O=S(=O)(c1ccccc1)n1ccc2ccccc21 | i
CCOC(=O)c1ccc(Nc2c(C(=O)OCC)cnc3c2ccc2ccccc23)cc1 | ?
CCc1cnc(C)nc1N1CCCC(C(=O)c2ccc(C(F)(F)F)cc2)C1 (centres undefined) | i
CCOc1ccc(N=CNc2ccc(OCC)cc2)cc1 | i
COc1ccc(-c2noc(-c3ccc(C)c(C)c3)n2)cc1 | i
CCC(O)(C(=O)OCc1ccccc1NC(=O)CCC(=O)O)C(C)O (centres undefined) | i
O=S(=O)(NCc1ccccn1)c1ccc(I)cc1 | i
CC(C)c1ccc(C2CC(c3ccccc3)Nc3ncnn32)cc1 (centres undefined) | i
CC(C)c1ccc(NC2CCCN(C(=O)/C=C/c3ccccn3)C2)cc1 (centres undefined) | i
Cc1c2cnc3nn(-c4ccccc4)c(=O)c-3cc2c(C)n1C | i
Cc1nc2ccccc2n1-c1ccccc1 | i
Cn1nc(-c2cccs2)cc1C(=O)N1C[C@H]2CC=CC[C@H]2C1 | i
CN(C)c1nc(Cl)c(CN2CCCC(OCc3cccnc3)C2)s1 (centres undefined) | i
Cc1cccc(-n2ncc3c(Nc4c(C)n(C)n(-c5ccccc5)c4=O)ncnc32)c1 | ?
Cc1ccc(C2CC(=O)C3=C(C2)Nc2ccccc2NC3c2cc(F)ccc2F)cc1 (centres undefined) | ?
O=C(c1cc2ncc(Br)cn2n1)N1CCOCC1 | 38%*

# The list continues:
SMILES | ST2 IL33 inh
O=c1oc2cc(OCCc3ccccc3)ccc2c2c1CCC2 | ?
O=C1NCCC[C@@H]1NC(=O)[C@@]1(O)C[C@@H](O)[C@H](O)[C@@H](NS(=O)(=O)c2cccc(C(F)(F)F)c2)C1 | i
CC(=O)c1cccc(N2COc3ccc4cc(Br)ccc4c3C2)c1 | ?
COc1ccc(N2CCN(Cc3nc4c(c(=O)[nH]c(=O)n4C)n3Cc3ccc(F)cc3)CC2)cc1 | i
O=C(NC1CC1)c1ccc2c(c1)N(Cc1ccc(F)cc1)C(=O)CS2 | ?
CN1CCCC2(CCN(C(=O)CCn3cncn3)C2)C1=O (centres undefined) | i
Clc1cccc(CN2CCCC2c2ccccn2)c1 (centres undefined) | i
FC(F)(F)c1cc(-c2cccs2)nc(NCc2ccco2)n1 | i
O=C(NCCN1CCN(c2ccccc2)CC1)C1CCCN(S(=O)(=O)c2cnc[nH]2)C1 (centres undefined) | i
Cc1cccc(C)c1NC(=O)CN1CCN(Cc2ccccc2Cl)S1(=O)=O | i
COc1ccc(C2C(C(=O)Nc3ccccn3)=C(C)NC3=C2C(=O)CC(C)(C)C3)c(OC)c1 (centres undefined) | i
CCOC(=O)C(CC)Sc1nc2c(c(=O)n1-c1ccc(F)cc1)SCC2 (centres undefined) | i
c1ccc(-c2nc3ccccc3nc2-c2ccccn2)nc1 | i
O=C(c1ccc(-n2cnnc2)cc1)N(Cc1ccccn1)CC1CCCO1 (centres undefined) | i
CCCCOC(=O)C1=C(C)Nc2ncnn2C1c1ccc(F)cc1 (centres undefined) | i
CC1CCc2c(sc(NC(=O)c3ccc(Br)o3)c2C(N)=O)C1 (centres undefined) | i
CCCCSc1nnc2c(n1)[nH]c1c(C)cc(C)cc12 | i
CC(C)N(C(C)C)S(=O)(=O)c1ccccc1 | i
O=C(CSc1nnc(Cc2cc(=O)[nH]c(=O)[nH]2)n1-c1ccccc1)NC1CCCCC1 | i
CC(C)NC(=O)C1CCCN(S(C)(=O)=O)C1 (centres undefined) | ?
COc1ccc(S(=O)(=O)N(CCc2ccccc2)CC(=O)Nc2ccc(C(N)=O)cc2)cc1 | i
Cc1c(C(=O)NCc2cccnc2)oc2ccc(S(=O)(=O)N3CCCCCC3)cc12 | i
CCC(COC)NC(=O)C1(Oc2ccc(C)cc2)CCNCC1 (centres undefined) | ?
c1ccc2oc(SCc3nc4c5c6c(sc5ncn4n3)CCCC6)nc2c1 | i
COc1ccc(S(N)(=O)=O)cc1 | i
COc1ccc(CCN2CCC(CN(C)C3CCC3)CC2)cc1 | i
COc1ccc(N=Cc2c(O)n(-c3ccccc3OC)c(=O)c3ccccc23)cc1 | ?
Oc1cccc(C=Nc2ccc(Cl)c(Cl)c2)c1O | i
O=C(NCCc1nc2cccnc2n1C1CCCCC1)Nc1ccccc1Br | ?
NC(=O)c1cnc2n1CCN(C(=O)c1scc3c1OCCO3)C2 | i
COc1ccccc1S(=O)(=O)Cc1ccc(C(=O)NCCCN2CCCC2=O)o1 | i
Cc1ccc(Cl)c2c1NC(=O)C2(O)CC(=O)c1ccccc1 (centres undefined) | i
Cc1cc(C)n(CC(=O)Nc2ccccc2)n1 | i
COc1cc(Cl)c(/C=C2\C(=O)Nc3ccc(Br)cc32)cc1OC | ?
Cc1ccc2nc(C)c(C(=O)NC3CC(=O)N(C(C)C)C3)cc2c1 (centres undefined) | ?
CCCn1cnc2c1CN(S(=O)(=O)Cc1ccccc1)[C@H](C(=O)OC)C2 | i
COc1ccc(NC(=O)CSc2nc3c(c(=O)n2-c2ccc(C)cc2)SCC3)c(OC)c1 | ?
O=C1CCC([N+](=O)[O-])C(c2cc3c(cc2Br)OCO3)N1 (centres undefined) | i
NC(=O)C1(c2ccccc2)CCCN1C(=O)c1ccco1 (centres undefined) | i
C=CCNC(=O)CN1C(=O)C(CC)Oc2ccccc21 (centres undefined) | i
CC(C)CN(C/C=C/c1ccccc1)C(=O)c1ccc2nccn2c1 | ?
CC(=O)Nc1c(O)nc(SCc2ccc(Cl)cc2)[nH]c1=O | i
CCCN(CCO)Cc1ccccc1Cl | i
O=C(O)C1CCCN1C(=O)C12CC3CCC(CC(C3)C1)C2 (centres undefined) | i
O=C(Nc1ccc2c(c1)OCCO2)C1CCN(S(=O)(=O)c2cccs2)CC1 | i
COc1ccccc1OCCNC(=O)c1ccccc1O | i
Cc1ccncc1C(=O)NC1CC(=O)N(CCc2ccc(F)cc2)C1 (centres undefined) | i
CCn1c(CC2CCN(S(=O)(=O)c3cccs3)CC2)nn(C)c1=O | i
O=C(Nc1ccc(=O)n2c1[C@@H]1C[C@@H](CN(C(=O)COc3ccccc3)C1)C2)c1ccccn1 | i
COc1ccc(NS(=O)(=O)c2cccc([N+](=O)[O-])c2)cc1 | ?
Cc1ccc(C)c(CC(=O)N2C[C@@H](C(=O)O)C[C@@H](C(=O)N3CCCC3)C2)c1 | i
O=C(CSc1oc(-c2cccs2)nc1S(=O)(=O)c1ccccc1)c1ccccc1 | ?
Cc1cc(C(C)(C)C)cc(C)c1NS(C)(=O)=O | i
Cc1ccc(C2c3sc(=O)[nH]c3SC3C(=O)NC(=O)C32)cc1 (centres undefined) | ?
CCN(CC)C(=O)CSc1cc(=O)n(C)c2cc(Cl)ccc12 | i
CCN(CC)C(=O)CSc1nc(O)cc(=O)n1-c1ccc(Cl)c(Cl)c1 | i

# Following part:
SMILES | ST2 IL33 inh
COc1cc2c(cc1OC)C(C(=O)NCCN(C)C)C1c3ccccc3CCN1C2=O (centres undefined) | i
Cc1[nH]c2ccccc2c1CC(=O)NCc1nc(-c2cccnc2)no1 | ?
CC(C)(C)n1nc2c(c1NC(=O)c1cc(Cl)ccc1Cl)CSC2 | i
COc1cc(C(=O)NCc2ccc(Cl)cc2)c([N+](=O)[O-])cc1OC | i
CN(C)CCCN1C(=O)C(O)=C(C(=O)c2ccco2)C1c1ccco1 (centres undefined) | i
Cc1cccc(NC(=O)c2ccc(F)cc2)c1C(=O)O | i
Cc1nc2ccc3nc(NC(=O)c4ccccc4C)sc3c2s1 | i
Cc1nn(CCCC(=O)Nc2sc3c(c2C#N)CCC(C(C)(C)C)C3)c(C)c1[N+](=O)[O-] (centres undefined) | ?
C=CCNC(=O)c1cc2c(=O)n3ccccc3nc2n1C | i
CCC(C)NC(=O)c1cn(CC)c2ccc(S(=O)(=O)N3CCC(C)CC3)cc2c1=O (centres undefined) | i
Cc1ccc(CCN2CC(C(=O)NC3CCCCC3C)CC2=O)cc1 (centres undefined) | i
Cc1sc2ncnc(Nc3ccc(Cl)cc3)c2c1C | i
O=C(O)COCC(F)(F)C(F)F | i
CO[C@H]1[C@H](NC(=O)CSC)c2ccccc2C12CCN(Cc1ccc3cccc(F)c3n1)CC2 | ?
COc1ccc(C(=O)Nc2ccc(C(C)=O)cc2)cc1 | i
CCS(=O)(=O)N1CCN(c2ccc([N+](=O)[O-])c(NC3CC3)c2)CC1 | ?
Cn1cc(CC(=O)N2CCC3(CC2)OCCO3)c2ccccc21 | i
O=C(Nc1ccc(F)cc1)C1CCN(S(=O)(=O)c2cccs2)CC1 | i
Cc1cc(C)n(S(=O)(=O)/C=C/c2ccccc2)n1 | i
Cc1c(N=Cc2cc([N+](=O)[O-])c(Cl)cc2Cl)c(=O)n(-c2ccccc2)n1C | i
COc1cc2c(cc1OC)C(c1ccccc1[N+](=O)[O-])NCC2 (centres undefined) | i
CCCOc1ccc(/C=C/C(=O)NCCc2nc3ccccc3[nH]2)cc1OC | i

# Seven neighbouring records already listed, quoted:
SMILES | ST2 IL33 inh
O=C(c1ccccc1)N1CC(=O)N2CCc3ccccc3C2C1 (centres undefined) | i
COc1cc(Br)cc(NC(=O)c2ccc([N+](=O)[O-])cc2)c1 | i
O=C(c1ccc(F)c(F)c1)n1nnc2ccccc21 | i
Nc1ccc(C(=O)Nc2ccc(-c3nc4ccc(NC(=O)c5ccc(N)cc5)cc4[nH]3)cc2)cc1 | 30%*
O=C(C1CCN(S(=O)(=O)c2cccc3cccnc23)CC1)N1CCc2ccccc21 | i
Nc1nc2nc(-c3ccccc3)cc(-c3ccccc3)n2n1 | i
Cc1ccc(C2(O)CCN(Cc3cc(=O)n4ccc(C)cc4n3)CC2)nc1 | i

# Compound activity (PubChem BioAssay)
